High-throughput results from PubChem BioAssay.
TSHR antagonist: blocks TSH signaling through the human TSH receptor; P16473; TSHR-expressing cells, TSH-stimulated cAMP HTRF, 2 h; stronger effect = lower value; activity change, negative = inhibition, % at 11.5 µM; 330,000 compounds, 0.2% hits;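 active means activity change below a set negative limit, meaning inhibition stronger than a set level, cut at about -70% in these data; inconclusive means activity change between two set negative limits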; further: on the % scale 0 is the no-effect control and ±100 the full control effect
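Inhibition of cAMP made by TSHR-expressing cells under TSH stimulation (4nM final, EC80; 2 h, 37 deg C) is quantified with a one-step lysis HTRF kit, anti-cAMP cryptate versus cAMP-d2.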
B2AR arrestin: recruits beta-arrestin to the human beta2-adrenergic receptor; beta-arrestin recruitment to beta2AR, cell-based reporter; Potency, µM (highest dose often 46.1 µM), for the others: top-dose activation, actives largely listed as activators; 330,000 compounds, 0.02% hits; AID 492947;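 further: potency means the concentration at half of the fitted maximal effect; 0% = DMSO controls and full agonism = EC100 isoproterenol or metaproterenol; nearly all actives have a fitted effect of over 65% in size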
BCR signal inh: chronic active BCR signaling inhibition. AID 493014. Potency, µM (highest dose often 46.1 µM), without a hit: top-dose ratio change, negative = lower green/red ratio, actives largely listed as inhibitors. 340,000 compounds, 0.05% hits. ABC-DLBCL IkBa-CBG/CBR reporter, luminescence ratio, 4 h; active means well fitted inhibition curve with a large enough effect in the signal ratio, with a control signal flat, not every such curve was filed as active; inconclusive means small, poorly fitted or top-dose-only effect, or effect the other way, or a change in a side signal; the % refers to the signal ratio;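 further: potency means the concentration at half of the fitted maximal effect; plate controls were basal doxycycline-induced cells for no effect and cells given 10 µM MG132 for full effect; MG132 reads +100%, hits lower the ratio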
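Compounds up to 46 uM were incubated four hours with TMD8 cells whose green CBG68 luciferase is fused to IkappaBalpha; red CBR luminescence normalised the signal, and concentration-effect curves were fitted to fusion, red and ratio data.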
Mito fusion act: blocks mitochondrial division or promotes mitochondrial fusion; S. cerevisiae fusion-defective mutant growth rescue, CellTiterGlo 48 h; Potency, µM (highest dose often 46.1 µM), for the others: top-dose growth rescue (activation), most hits filed as activators; 320,000 compounds, 0.23% hits;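 further: potency means the concentration at half of the fitted maximal effect; % of control where 0% means no effect; nearly all actives have a fitted effect of over 45% in size; temperature-sensitive fusion mutants such as fzo1-1 at 37 °C on non-fermentable ethanol glycerol medium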
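Yeast fusion mutant, YPEG (non-fermentable carbon), compound, 48 h at 37C non-permissive; CellTiterGlo added, 10 min RT, luminescence read. Rescued growth = division inhibition.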
Tb PFK block: inhibitors of T. brucei phosphofructokinase; 330,000 compounds, 0.17% hits; AID 485367; Potency, µM (doses to about 57.5 µM), for inactives: at the top dose activity, negative = inhibition, most hits filed as inhibitors; T. brucei PFK, ADP-Glo luminescence; O15648;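 further: potency means the concentration at half of the fitted maximal effect; 0% = uninhibited 1x PFK enzyme wells and -100% = no-enzyme wells; nearly all actives have a fitted effect of over 60% in size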
Target sequence (O15648 whole entry, looked up): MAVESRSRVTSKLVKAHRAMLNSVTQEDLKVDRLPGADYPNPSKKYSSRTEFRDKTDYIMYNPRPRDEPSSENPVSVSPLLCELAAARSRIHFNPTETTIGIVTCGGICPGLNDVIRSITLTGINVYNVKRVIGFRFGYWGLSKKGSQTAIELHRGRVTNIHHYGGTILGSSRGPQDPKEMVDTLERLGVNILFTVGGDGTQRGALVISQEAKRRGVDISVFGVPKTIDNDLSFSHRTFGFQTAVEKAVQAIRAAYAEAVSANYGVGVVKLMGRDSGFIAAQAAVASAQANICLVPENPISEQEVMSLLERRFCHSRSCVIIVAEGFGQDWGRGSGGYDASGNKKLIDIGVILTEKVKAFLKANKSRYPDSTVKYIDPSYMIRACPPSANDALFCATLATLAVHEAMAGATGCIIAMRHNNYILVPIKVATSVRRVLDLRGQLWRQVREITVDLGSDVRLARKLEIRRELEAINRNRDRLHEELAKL
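Activity is normalized to no-enzyme wells (full inhibition) and 1.25 nM enzyme wells (no inhibition). Reaction: 0.5 mM F6P, 0.1 mM ATP, 45 min RT, ADP-Glo luminescence; concentration-response curves fitted and classed by quality.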
TCR act: T cell receptor activation | primary human leukocytes, anti-CD3, IL-2 HTRF, 48 h | Potency, µM (highest dose often 9.22 µM), inactives show at the top dose activation of IL-2 secretion, usual class: activators | 330,000 tested, under 10 active | AID 504894; further: % of control where 0% means no effect
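Human primary leukocytes + a-CD3 beads + cpd, 48 hr; IL-2 in supernatant by HTRF (ex 320nm / em 665nm). No co-stimulatory signal supplied.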
USP2a block: USP2a (human) protease inhibition. O75604. USP2 core, Ub-CHOP2 coupled fluorogenic reporter, 485/531. Potency, µM (doses to about 38.3 µM), for inactives: at the top dose activity change, negative = inhibition, most hits filed as inhibitors. 330,000 compounds, 0.01% hits. AID 463254;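 further: potency means the concentration at half of the fitted maximal effect; plate controls were DMSO wells for no effect and full inhibition by NEM control for full effect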
Target sequence (O75604 whole entry, looked up): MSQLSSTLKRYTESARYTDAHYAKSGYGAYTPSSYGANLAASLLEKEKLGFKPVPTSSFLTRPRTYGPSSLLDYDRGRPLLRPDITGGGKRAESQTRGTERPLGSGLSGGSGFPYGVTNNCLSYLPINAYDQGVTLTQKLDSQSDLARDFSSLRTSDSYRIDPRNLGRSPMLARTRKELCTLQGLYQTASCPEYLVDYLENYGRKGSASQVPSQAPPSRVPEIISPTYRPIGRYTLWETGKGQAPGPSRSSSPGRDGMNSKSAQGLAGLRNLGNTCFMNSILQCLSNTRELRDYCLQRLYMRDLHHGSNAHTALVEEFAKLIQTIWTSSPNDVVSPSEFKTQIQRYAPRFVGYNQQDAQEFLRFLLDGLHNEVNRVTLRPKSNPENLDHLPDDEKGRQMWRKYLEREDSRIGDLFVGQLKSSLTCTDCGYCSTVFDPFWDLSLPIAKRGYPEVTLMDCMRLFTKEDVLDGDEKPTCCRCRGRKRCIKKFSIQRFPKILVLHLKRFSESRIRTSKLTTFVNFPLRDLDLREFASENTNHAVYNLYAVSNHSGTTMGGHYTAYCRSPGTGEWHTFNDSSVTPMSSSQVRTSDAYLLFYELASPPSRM
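USP2 core (10nM final) preincubated 30min RT with compound in 20mM Tris-HCl pH 8.0, 2mM CaCl2, 2mM beta-mercaptoethanol, 0.05% CHAPS; 25nM Ub-CHOP2 plus 25nM reporter substrate added, fluorescence (Ex485/Em531) read after 60min.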
Eya2 phos inh: blocks the phosphatase activity of human Eya2; AID 488837; Potency, µM (titrated, usually from 76.9 µM), without a hit: top-dose activity, negative = inhibition, most hits filed as inhibitors; recombinant Eya2, OMFP fluorescence dephosphorylation (OMFP is methylfluorescein phosphate); 330,000 compounds, 0.006% hits; further: potency means the concentration at half of the fitted maximal effect; on the % scale 0 is the no-effect control and ±100 the full control effect
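Eya2 protein (added as 0.2 uM solution) was preincubated with compound for 10 min at ambient temperature in 50 mM HEPES pH 7.5, 50 mM NaCl, 5 uM MgCl2, 0.05% BSA, 1 mM DTT. OMFP (added at 50 uM) then reacted 10 min; fluorescence read at 485/525 nm.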
uPA surface inh: inhibitors of cell surface uPA generation; 330,000 compounds, 0.31% hits; Potency, µM (highest dose often 38.3 µM), for the others: at the highest dose activity change, negative = inhibition, most hits filed as inhibitors; cell surface uPA generation assay, qHTS; AID 540303; active means well fitted inhibition curve with a large enough effect; inconclusive means small, poorly fitted or top-dose-only effect; inactive means no such curve, though single readings can be large or run the other way; tested in mouse RAW 264.7 cells; further: potency means the concentration at half of the fitted maximal effect; on the % scale 0 is the no-effect control and ±100 the full control effect; nearly all actives have a fitted effect of over 55% in size
ELG1 DNA repair: blocks ELG1-dependent DNA repair in HEK293T cells; Potency, µM (titrated, usually from 46.1 µM), without a hit: top-dose activity change, negative = inhibition, actives largely listed as inhibitors; HEK293T ELG1-luciferase reporter, luminescence, 16 h; DNA damage induced by 5-fluorouridine; AID 504467; 330,000 compounds, 2.3% hits; further: potency means the concentration at half of the fitted maximal effect; on the % scale 0 is the no-effect control and ±100 the full control effect; nearly all actives have a fitted effect of over 55% in size
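HEK293T cells expressing luciferase-tagged ELG1 (2,000/well) received 5-Fluorouridine plus compound or DMSO for 16 hr at 37 °C. Luciferase was read by ONE-Glo luminescence after 30 min at room temperature.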
PTAP TSG101 blk: blocks PTAP/TSG101 interaction to inhibit HIV-1 budding. Q99816. AID 493005. Fluorescence polarization, FITC-PTAP peptide / Tsg101 binding. Potency, µM (top dose mostly 115 µM), for the others: at the highest dose activity change, negative = inhibition, actives largely listed as inhibitors. 340,000 tested, under 10 active; active means well fitted inhibition curve with a large enough effect in the main read-out, with a control signal flat, not every such curve was filed as active; inconclusive means small, poorly fitted or top-dose-only effect, or effect the other way, or a change in a side signal; inactive means no such curve, though single readings can be large or run the other way; further: potency means the concentration at half of the fitted maximal effect; % of control where 0% means no effect
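Fluorescence polarization binding of Tsg101 binding domain (10 uM final) to FITC-labeled PTAP peptide (50 nM final) in HEPES pH 7.5 buffer with NaCl, Tween 20, EDTA, TCEP. Compounds added before peptide; binding 20 min at RT.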
The depositor's hits bear a star; u = inconclusive; x = not tested or not shown; & = joins results of further samples; [ ] = dose if it differs, or a comment. Unless noted, the call rests on the fitted dose curve; in most records, active means well fitted curve in the direction sought with a large enough effect; inconclusive means small, poorly fitted or top-dose-only effect, or another doubt; inactive means no such curve, though single readings can be large; an effect the other way counts as inactive or inconclusive.

SMILES | TSHR antagonist | B2AR arrestin | BCR signal inh | Mito fusion act | Tb PFK block | TCR act | USP2a block | Eya2 phos inh | uPA surface inh | ELG1 DNA repair | PTAP TSG101 blk
Cc1ccc(SC(C)C(=O)Nc2cccnc2)cc1 (configuration not stated) | 12.4 | -0.3% | -19.5% | 0.7% | 2.0% | -1.6% | -6.6% | 11.8% | -1.5% | 11.4% | -3.7%
Cc1ccc(-c2csc(NCCn3c(-c4ccncc4)nc4ccccc43)n2)cc1 | 8.8 | -0.3% | u | 17.5% | 3.6% | 0.8% | -0.8% | 3.5% | -21.5% | u | -1.6%
CSc1nc(-c2cccs2)c(C#N)c(=O)[nH]1 | 14.5 | -0.8% | 13.7% | -3.9% | 2.5% | -21.2% | 2.3% | 8.8% | 2.1% | 9.2% | u
O=C(NCC(c1ccco1)N1CCN(c2ccc(F)cc2)CC1)c1ccco1 (configuration not stated) | -9.6 | -0.9% | u | -5.5% | -0.7% | 0.8% | -1.1% | 5.3% | 4.4% | 1.6% | -0.6%
CCCCn1c(Oc2ccc(C(=O)OC)cc2)nc2c1c(=O)n(C)c(=O)n2C | -13.7 | 0.2% | -1.0% | -1.3% | -0.7% | -6.3% | -0.5% | -6.3% | 15.6% | 20.6µM* | -6.6%
c1ccc(OCc2nn3c(Cn4cnc5ccccc54)nnc3s2)cc1 | -5.6 | 0.0% | u | 4.2% | -2.1% | 0.7% | -2.1% | 7.8% | -8.0% | -24.6% | -6.7%
COc1ccc(CCC(=O)OCC(=O)Nc2c(C)n(C)n(-c3ccccc3)c2=O)cc1 | -4.9 | -0.2% | -0.2% | -3.9% | -9.6% | x | 2.5% | 16.9% | -14.9% | 12.5% | 0.2%
O=C(O)CC(=O)Nc1ccccc1 | 10.2 | 0.2% | u | 0.5% | 0.6% | -0.2% | 2.8% | 9.4% | 2.4% | 0.2% | -4.2%
Oc1ccc(C[C@H]2CNCCN2CCCCC2CCCCC2)cc1 | -8.6 | 0.1% | u | -16.8% | -22.3% | 5.9% | 1.3% | -16.4% | u | 0.5% | 0.5%
CN1CCN(c2cc(-c3cc(O)c4ncccc4c3)ccn2)CC1 | 0.9&8.2 | 0.3%&3.2% | -2.6%&1.5% | -1.3%&-2.7% | 4.0%&5.2% | -2.0% | -0.7%&3.6% | -6.2%&-0.1% | -57.9% | u | -4.5%
CCCCNS(=O)(=O)c1ccc(OC)c2ncccc12 | 0.8 | -0.1% | 0.4% | 0.2% | 3.6% | -4.0% | -0.4% | -19.5% | 1.2% | 16.1% | -5.2%
CC(=O)N/N=C/c1cc(C(C)C)cc(/C=N/NC(C)=O)c1O | -8.7 | -0.1% | -4.6% | -10.6% | -4.4% | -5.0% | 1.6% | -0.8% | -5.3% | 9.0% | u
Cc1ccc(/C=C/C(=O)O)cc1S(=O)(=O)NCCCC(=O)O | 4.1 | 0.0% | 4.9% | 0.5% | -0.3% | 4.7% | 0.8% | 5.2% | -1.0% | -0.9% | -6.0%
COc1cc(C(=S)N2CCOCC2)cc(OC)c1OS(=O)(=O)c1ccc(C)cc1 | -17.9 | 0.8% | 1.2% | -3.2% | -2.3% | -5.8% | -0.5% | 1.2% | 2.0% | u | -7.9%
COCCOc1cnn(-c2cc(Oc3ccc(C)cc3)ncn2)c(=O)c1Cl | -6.9 | 0.0% | u | -3.4% | 4.3% | -2.1% | 1.3% | 7.2% | 0.7% | -2.8% | -3.2%
COc1ccccc1NC(=S)N/N=C1\CC(C)(C)Oc2ccc(O)cc21 | 1.2 | u | u | 3.9% | -1.7% | 2.6% | -11.2% | 3.0% | 11.2% | u | -3.1%
CCOC(=O)c1c(NC(=O)CCC(=O)N2CCOCC2)sc2c1CC(C)(C)OC2 | 25.1 | -0.2% | 5.7% | -1.1% | 21.4% | -7.4% | 0.9% | -8.0% | 4.6% | -22.5% | -8.1%
CCOC(=O)C1=C(COc2ccccc2)NC(=O)NC1c1cccc([N+](=O)[O-])c1 (configuration not stated) | -3.1 | 0.3% | u | 2.8% | -0.4% | 2.9% | 2.3% | 4.2% | -5.7% | 15.7% | -1.9%
CCN(CC)C(=O)C(=O)c1cccn1-c1cccc(-n2cccc2C(=O)C(=O)N(CC)CC)c1C#N | 6.0 | -0.1% | -0.2% | 0.9% | 1.6% | -2.0% | 1.5% | -23.6% | -6.0% | -8.9% | 0.1%
COc1ccc2c(Cl)c(C(=O)NCCCn3ccnc3)sc2c1 | 2.7 | -0.1% | u | -5.2% | 1.0% | 2.9% | 2.5% | 19.8% | x | 9.9% | -1.2%
Cc1ccc(NC(=S)Nc2cccc(-c3n[nH]c(=S)o3)c2)cc1 | -2.3 | 3.7% | -11.8% | 2.4% | 0.5% | 12.9% | 6.4% | 11.5% | 0.5% | 0.0% | -4.3%
CC1CC(C)CN(CC(C)(C)NS(=O)(=O)c2ccccc2)C1 (configuration not stated) | -2.1 | -0.9% | 3.3% | -0.4% | 1.3% | -10.8% | 0.5% | -4.8% | 12.4% | 3.7% | -5.5%
Cc1sc2nc(CSCC(=O)NC3CCCCC3)[nH]c(=O)c2c1C | 9.9 | -0.1% | 0.1% | 1.4% | 26.0% | 0.7% | 4.4% | -3.2% | -0.5% | 2.8% | -1.2%
CNC(=O)[C@@]1(C)C=C[C@@H](Cc2ccccc2)N1C(=O)OC | 12.5 | -1.5% | 1.4% | -5.2% | -1.1% | 2.4% | -4.4% | 3.2% | -15.4% | 29.3% | x
O=C(Nc1ccc(Oc2ccc(Br)cc2)cc1)C1=CC=CN2CCS(=O)(=O)N=C12 | 16.4 | 0.4% | u | -2.6% | -1.6% | -1.3% | 0.2% | 0.9% | 4.7% | 16.1% | -3.5%
New compounds follow
SMILES | TSHR antagonist | B2AR arrestin | BCR signal inh | Mito fusion act | Tb PFK block | TCR act | USP2a block | Eya2 phos inh | uPA surface inh | ELG1 DNA repair | PTAP TSG101 blk
CCN(CC)S(=O)(=O)c1ccc(-c2nnc(SCC(=O)N3CCc4ccccc43)o2)cc1 | -2.7 | 0.0% | u | 2.5% | -1.4% | -4.7% | -1.2% | 12.7% | 8.7% | 0.2% | -2.2%
COCCOC1CCN(C(=O)C2CCC(=O)N(CCc3cccc(F)c3)C2)CC1 (configuration not stated) | -5.2 | -0.1% | 2.5% | 0.1% | 2.0% | -7.0% | 2.9% | -3.3% | 1.2% | 9.9% | -4.7%
Cn1c(COc2ccc(Cl)cc2)nnc1SCC(=O)NC1CC1 | 15.5 | -0.1% | 0.6% | 3.1% | -4.3% | -2.4% | 0.5% | 13.0% | 0.1% | 13.9% | -4.9%
C=CCOC(=O)C1=C[C@H](c2csc3ccccc23)[C@@H](CCCO)[C@H](OCC)O1 | 15.5 | -0.1% | -0.3% | 6.8% | -3.0% | -1.1% | -16.8% | -6.7% | 27.0% | u | x
O=C1C(=O)N(CCCn2ccnc2)C(c2ccc(Br)cc2)/C1=C(\O)c1ccc2c(c1)OCCO2 (configuration not stated) | 16.8 | 0.1% | -3.1% | -9.4% | 0.3% | -1.8% | 2.5% | -8.2% | 4.9% | 10.1% | -6.7%
COc1ccc2nc(SCc3nc(N)nc(Nc4ccccc4)n3)[nH]c2c1 | -13.5 | 0.2% | -0.6% | -2.6% | -1.5% | -22.3% | 3.3% | -11.9% | 13.5% | u | 0.0%
CCC1Nc2ncnc(N3CCN(c4ccccc4)CC3)c2N(Cc2ccccc2)C1=O (configuration not stated) | -19.2 | 0.5% | -1.4% | x | 3.2% | -1.1% | 3.3% | -20.3% | -7.8% | 13.0% | -8.4%
COc1ccc([N+](=O)[O-])cc1NC(=O)c1cccnc1 | 6.6 | -0.7% | 3.3% | -0.3% | 0.3% | -2.2% | 2.3% | -3.9% | 0.6% | 5.2% | -1.5%
COc1ccc(CCNS(=O)(=O)c2ccc3c(c2)OCCO3)cc1OC | -0.7 | -1.4% | 1.2% | -4.1% | -4.7% | 5.4% | 4.5% | -13.7% | -5.7% | -7.2% | -3.7%
COC(=O)c1c(N)c2ccccc2[nH]c1=O | -8.8 | 0.1% | -1.5% | 0.2% | 4.7% | -5.1% | 0.9% | 25.2% | 2.7% | -2.4% | -5.4%
O=S(=O)(c1cc(Cl)ccc1Cl)n1nnc2ccccc21 | -3.3 | 0.0% | -2.0% | -1.7% | 1.5% | 4.2% | 0.1% | 16.2%[15.4 µM] | 1.4% | 13.4% | -9.9%
